# Bioassay records as filed in PubChem BioAssay.
# aSyn yeast inh – alpha-synuclein toxicity inhibition in yeast | Yeast expressing alpha-synuclein, growth rescue, BacTiter-Glo, 24 h | Potency, µM (titrated, usually from 46.1 µM), for the others: at the highest dose growth rescue (activation), hits mostly activators | 0.14% of 370,000 active | AID 652106; further: potency means the concentration at half of the fitted maximal effect; % of control where 0% means no effect; nearly all actives have a fitted effect of over 65% in size
#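 Readout is rescue of growth in alpha-synuclein-expressing yeast, so inhibitors of toxicity appear as activators. Growth after 24 hr at 30 deg C in galactose medium is quantified by luminescence.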
# Abeta yeast res – restores growth of yeast expressing A-beta42 peptide; yeast expressing A-beta42, growth rescue, OD600, 48 h; response scale: 0% DMSO, 100% iron-clioquinol control; Potency, µM (top dose mostly 46.1 µM), inactives show at the top dose growth rescue, most hits filed as activators; 0.063% of 410,000 active; AID 1347071; further: potency means the concentration at half of the fitted maximal effect; nearly all actives have a fitted effect of over 55% in size
#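 Growth rescue measured by 600 nm absorbance after 48 h yeast culture at 30 C with compound. Values normalized between DMSO and an equimolar ferric chloride plus clioquinol control.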
# FUS yeast rescue – rescues growth of FUS-expressing yeast; S. cerevisiae FUS-expressing, growth rescue, OD600, 24 h; Potency, µM (doses to about 76.6 µM), for inactives: at the top dose growth rescue (activation), actives largely listed as activators; 0.24% of 390,000 active; AID 1347120;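 further: potency means the concentration at half of the fitted maximal effect; plate controls were DMSO vehicle for no effect and reference control for full effect; nearly all actives have a fitted effect of over 55% in size; some results filed as inactive show a strong effect at the top dose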
#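 FUS-expressing yeast, raffinose-pregrown, induced in 2% galactose minimal medium at OD 0.005; compounds in a dilution series, 24hr at 30C. Growth restoration read as absorbance at 600 nm. CP55940 positive control, DMSO negative.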
# GLP-1R inv ag – acts as inverse agonist at human GLP-1 receptor. 1.6% of 410,000 active. AID 624417. P43220. Potency, µM (top dose mostly 38.3 µM), without a hit: at the top dose activity change, negative = inhibition, usual class: inhibitors. HEK293 GLP-1R CRE-luciferase, luminescence, 24 h; GLP-1R form is constitutively active; further: potency means the concentration at half of the fitted maximal effect; on the % scale 0 is the no-effect control and ±100 the full control effect; nearly all actives have a fitted effect of over 55% in size
# Target sequence (P43220 whole entry, looked up): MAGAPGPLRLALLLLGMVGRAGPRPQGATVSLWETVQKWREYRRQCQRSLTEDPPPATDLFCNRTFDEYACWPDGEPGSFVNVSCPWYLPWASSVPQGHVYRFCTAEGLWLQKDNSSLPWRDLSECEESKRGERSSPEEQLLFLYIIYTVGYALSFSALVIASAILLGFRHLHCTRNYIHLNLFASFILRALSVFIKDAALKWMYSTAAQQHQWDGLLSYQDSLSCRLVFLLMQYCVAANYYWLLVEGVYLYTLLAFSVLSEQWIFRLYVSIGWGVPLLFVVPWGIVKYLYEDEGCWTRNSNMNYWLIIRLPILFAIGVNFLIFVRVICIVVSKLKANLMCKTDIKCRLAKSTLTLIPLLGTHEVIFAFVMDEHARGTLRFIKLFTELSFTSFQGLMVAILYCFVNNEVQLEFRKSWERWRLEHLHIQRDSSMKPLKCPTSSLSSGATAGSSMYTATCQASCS
#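 Cells are plated, allowed 12 hours at 37 deg C, then treated with compounds for 24 hr before luciferase detection reagent is added and luminescence is read after 12 min at room temperature. The HEK293 line carries constitutively active GLP-1R with a cAMP-responsive reporter.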
# PTHR1 agonist – agonists of human PTHR1 parathyroid hormone receptor; Potency, µM (series often up to 115 µM), for the others: at the top dose activation, most hits filed as activators; 0.075% of 410,000 active; AID 743266; Q03431; HEK293 GP2 PTHR1 cells, GloSensor cAMP luminescence, 1 h; further: potency means the concentration at half of the fitted maximal effect; nearly all actives have a fitted effect of over 55% in size; some results filed as inactive show a strong effect at the top dose; inactives centre near -15; many of its hits are not listed in these tables
# Target sequence (Q03431 whole entry, looked up): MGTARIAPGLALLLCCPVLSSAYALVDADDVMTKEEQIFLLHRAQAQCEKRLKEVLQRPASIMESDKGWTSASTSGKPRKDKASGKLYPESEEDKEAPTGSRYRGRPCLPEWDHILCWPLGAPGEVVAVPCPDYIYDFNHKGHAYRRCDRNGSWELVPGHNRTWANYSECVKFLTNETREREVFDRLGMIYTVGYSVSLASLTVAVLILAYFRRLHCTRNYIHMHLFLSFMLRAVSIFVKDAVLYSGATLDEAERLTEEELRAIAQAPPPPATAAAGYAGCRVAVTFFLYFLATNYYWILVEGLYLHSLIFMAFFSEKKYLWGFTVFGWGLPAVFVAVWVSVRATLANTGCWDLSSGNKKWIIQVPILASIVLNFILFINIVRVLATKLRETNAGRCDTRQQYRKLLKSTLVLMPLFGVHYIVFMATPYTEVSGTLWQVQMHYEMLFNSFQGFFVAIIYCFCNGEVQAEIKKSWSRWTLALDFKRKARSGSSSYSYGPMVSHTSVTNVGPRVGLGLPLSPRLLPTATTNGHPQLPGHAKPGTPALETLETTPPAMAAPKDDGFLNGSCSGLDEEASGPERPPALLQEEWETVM
#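 HEK-293-derived GP2 cells expressing PTHR1 and a GloSensor cAMP reporter, 3,000/well, plated overnight, given luciferin plus IBMX (each 0.5 mM as added) for 1 h at 37 °C, then compound for 1 h at 37 °C. Luminescence was read after 15 min at room temperature.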
# Akt phos inh – inhibitors of Akt phosphorylation; Neuro2A IGF-stimulated pAkt S473 HTRF, 20 min; hits give low values; 0.32% of 360,000 active; AID 651550; activity change, % for hits at 50 µM; in the data active means activity change below about -80%; inconclusive means mostly about -51% to -80%; further: on the % scale 0 is the no-effect control and ±100 the full control effect
#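 Neuro2A cells in DMEM with 0.5% FBS, overnight at 37 deg C, given compound at single 50 µM final, then IGF (6 nM final) for 20 min at 37 deg C. Lysed; phospho-Akt Ser473 by HTRF after 24 h, 665/615 ratio.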
# HEK293 tox – cytotoxicity counter-screen for GLP-1 receptor inverse agonists; Potency, µM (titrated, usually from 38.3 µM), for inactives: top-dose activity change, negative = inhibition, actives largely listed as inhibitors; HEK293 cAMP-luciferase reporter cells, luminescence, 24 h; 0.13% of 410,000 active;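 further: loss of luciferase light is scored as toxicity; potency means the concentration at half of the fitted maximal effect; on the % scale 0 is the no-effect control and ±100 the full control effect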
#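 Here, cytotoxicity is scored as loss of luminescence. The MLSMR collection was tested on cells seeded in medium containing 10% Nu serum, with a 24 hr compound exposure preceded by 12 hours of culture.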
# TDP43 rescue – TDP-43 toxicity inhibition in yeast | TDP-43 expressing yeast growth rescue, BacTiter-Glo, 24 h | 1.8% of 410,000 active | Potency, µM (doses to about 46.1 µM), without a hit: at the highest dose growth rescue (activation), actives largely listed as activators; further: potency means the concentration at half of the fitted maximal effect; % of control where 0% means no effect; nearly all actives have a fitted effect of over 50% in size
#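 Yeast cells expressing TDP-43 under galactose induction are exposed to compounds for 24 hr at 30 deg C. BacTiter-Glo luminescence measures growth, so protective compounds score as activators.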
# Mm-Cpn inhibitor – M. maripaludis TRiC chaperonin inhibition; purified Mm-Cpn ATPase, ADP Transcreener TR-FRET; Potency, µM (series often up to 76.9 µM), without a hit: at the top dose activity, negative = inhibition, actives largely listed as inhibitors; 0.031% of 330,000 active; AID 504842; further: potency means the concentration at half of the fitted maximal effect; on the % scale 0 is the no-effect control and ±100 the full control effect; nearly all actives have a fitted effect of over 80% in size
#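 TR-FRET (320 nm excitation; 590 and 665 nm emission) reports ADP made from 10 uM ATP by 25 nM enzyme; compounds were preincubated 10 min, reaction run 30 min, both at 37°C.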
# Starred values were filed as active, the others as inactive; i = inactive; ? = inconclusive; / = no result given; [ ] = remark or other dose. Unless noted, the call rests on the fitted dose curve; in most records, active means well fitted curve in the direction sought with a large enough effect; inconclusive means small, poorly fitted or top-dose-only effect, or another doubt; inactive means no such curve, though single readings can be large; an effect the other way counts as inactive or inconclusive. An excerpt. The share of hits here may be higher or lower than overall.
# Every second line gives: aSyn yeast inh	Abeta yeast res	FUS yeast rescue	GLP-1R inv ag	PTHR1 agonist	Akt phos inh	HEK293 tox	TDP43 rescue	Mm-Cpn inhibitor
- COc1ccc(-c2nc(C)c(CCNC(=O)C(=O)Nc3ccccc3OC)s2)cc1
→ ?	-11%	-16%	-19%	i	/	6%	21%	/
- COc1cccc(C(=O)Nc2ccc3nc(N4CCOCC4)cc(C)c3c2)c1
→ -5%	6%	-16%	-25%	-71%[inhibitor]	i	-27%	18%	1%
- CCCCN(Cc1ccco1)C(=O)c1cc2c(=O)[nH]c3ccc(C)cc3c2s1
→ 8%	1%	7%	-23%	i	i	-2%	19%	-1%
- CC(=O)Nc1ccc(S(=O)(=O)N=S(C)(C)=O)cc1
→ -6%	2%	-3%	38%[activator]	-24%	i	11%	-4%	-3%
- CCC(CC)c1nnc(NC(=O)C2COc3ccccc3O2)s1 (stereo unspecified)
→ -14%	10%	25%	?	-8%[57.5 µM]	i	-3%	10%	1%
- COC(=O)c1cc(NC(=O)C2COc3ccccc3O2)cc(C(=O)OC)c1 (stereo unspecified)
→ 7%	-4%	61%	-2%	12%	i	-4%	-13%	0%
- NCC(c1ccccc1)c1c[nH]c2ccccc12 (stereo unspecified)
→ 0%	12%	21%	?	-23%	i	-12%	-8%[1.82 µM]	-1%
- Cn1c(-c2sc3cc(C(F)(F)F)cnc3c2-c2cccnc2)n[nH]c1=S
→ 1%	9%	1%	20%	i	i	2%	17%	-7%
- COc1ccc(N/N=C2/CCCCC2=O)cc1
→ 14%	1%	19%	-28%	-4%[57.5 µM]	/	-15%	3%	/
- COc1ccc(CNC(=O)C2(C)Cc3c(-c4ccc5c(c4)OCO5)ccnc3O2)cc1OC (stereo unspecified)
→ 8.9µM*	3%	31%	1%	-90%[inhibitor]	i	-15%	20%	/
- Clc1cccc(-c2nc(NCc3cccnc3)c3ccccc3n2)c1
→ -11%	-25%	24%	0%	-6%[57.5 µM]	/	-23%	-33%[inhibitor]	-10%
- CCN(CC)C(=O)C1CCN(C(=O)c2oc3ccc(C)cc3c2C)CC1
→ -8%	-18%	27%	-5%	i	i	1%	12%	1%
- COc1cc(/C=C2\SC(=S)N(NC(C)=O)C2=O)ccc1OC(=O)c1ccco1
→ -9%	-9%	/	18%	-1%	i	-25%	6%	0%
- COc1ccccc1Nc1nc(N)nc(CSC(=S)N2CCCCC2)n1
→ 1%	?	-7%	-25%	i	i	8%	19%	1%
- O=C1CC(c2cccc(O)c2)c2c(nc(SCc3ccccc3F)[nH]c2=O)N1 (stereo unspecified)
→ /	-34%[inhibitor]	-12%	1%	i	/	-14%	-9%[9.22 µM]	/
- COc1ccc(CN2CCN(Cc3c[nH]c4ccccc34)CC2)cc1OC
→ 0%	?	20%	-11%	14%	i	3%	7%	/
- CCOC(=O)C(=CNc1cc(Cl)c(-c2ccco2)c(Cl)c1)C(=O)OCC
→ -10%	4%	15%	10µM*	i	i	34%[activator]	5%	-5%
- CCOc1ccc(C(=O)NCC(c2ccc3c(c2)OCO3)N2CCN(C)CC2)cc1 (stereo unspecified)
→ /	0%	-6%	-11%	-11%	/	-9%	22%	/
- Cc1ccc2c(c1)c1c(c(=O)n(-c3ccccc3C)c(=O)n1CC(=O)c1ccc(Cl)cc1)n2C
→ /	-6%	16%	0%	-19%	/	2%	30%	/
- COc1ccc(CCNC(=O)c2cc3c(=O)n4ccccc4nc3n(CCCN3CCOCC3)c2=N)cc1OC
→ -1%	7%	19%	?	i	i	-23%	0%	0%
- O=C(CSc1ncccc1C(=O)Oc1ccccc1Cl)Nc1ccc(C(F)(F)F)cc1Cl
→ /	6%	-14%	6%	-4%	/	8%	7%	/
- Cc1cccc(N2NC(=O)/C(=C/c3ccc(-c4ccc(Cl)c(C(=O)O)c4)o3)C2=O)c1
→ -7%	-12%	21%	-13%	-47%[inhibitor]	i	7%	10%	2%
- COc1cccc(CNC(=O)CCc2nc(-c3ccc(C)cc3)no2)c1
→ /	18%	-3%	?	-33%[inhibitor]	/	-13%	?	/
- COc1ccc(NC(=O)Cn2nnc(C(=O)NCc3ccc4c(c3)OCO4)c2N)c(OC)c1
→ 1%	1%	-16%	-17%	i	i	-28%	4%	2%
- COc1ccc(NC(=O)NNC(=O)c2ccc3ccccc3c2O)cc1OC
→ -2%	4%	29%	13%	i	i	13%	-9%	-2%
- CC(C)(C)[C@H]1C=C(C(=O)NC2CC2)O[C@@H](OCc2ccc(CO)cc2)C1
→ 8%	7%	8%	9%	i	i	2%	-9%	/
- CC(CN1CCCCC1)OC(=O)c1cc2ccccc2o1 (stereo unspecified)
→ -3%	-8%	-10%	0%	i	i	41%	0%	?
- CC(=O)c1c(C)nc2ccccn12
→ 2%	0%	-12%	14%	14%	i	2%	24%	-1%
- CN(C)S(=O)(=O)c1cccc(NC(=S)NNC(=O)c2cc3ccccc3cc2O)c1
→ 2%	?	21%	-15%	-6%	i	231%[activator]	20%	-10%
- O=C(NCC(=O)N(c1cccnc1)C(C(=O)NC1CCCC1)c1ccccc1F)c1ccco1 (stereo unspecified)
→ 1%	-5%	19%	-10%	24%	i	1%	14%	-1%
- O=C(Nc1ccccc1Cl)OCc1cncs1
→ 5%	?	-21%	11%	-63%[inhibitor]	i	1%	18%	1%
- O=C(C1CCN(Cc2nc(Cc3cccc(F)c3)no2)CC1)N1CCOCC1
→ 0%	-4%	4%	17%	i	i	13%	8%	2%
- CC1=NN(C(=O)CSCc2ccccc2)C(O)(c2ccccc2)C1 (stereo unspecified)
→ -3%	7%	-19%	?	-2%	i	-28%	21%	1%
- O=C(CN1C(=O)COc2ccc(S(=O)(=O)N3CCCC3)cc21)N1CCN(c2ccccc2)CC1
→ /	-20%	5%	-16%	?	/	-17%	-41%[inhibitor]	/
- CCc1cccc(NC(=O)Cn2cccc2)c1
→ 6%	21%	6%	-4%	i	i	3%	3%	1%
- COc1ccc(NC(=O)N2CCc3ccccc3C2)c(OC)c1
→ 1%	10%	10%	29%	i	i	2%	22%	0%
- Oc1ccc(O)c(C=NNC(=S)NC2CC3CC2C2C=CCC32)c1 (stereo unspecified)
→ ?	-81%[inhibitor]	18%	?	-25%	i	-15%	-90%[inhibitor]	/
- Cc1ccc2c(c1)N(CCC(=O)NCc1ccccn1)C(=O)CO2
→ -8%	2%	10%	0%	?	i	-15%	-28%	-2%
- CCc1nc2nc(C)cc(Nc3cc(Cl)ccc3OC)n2n1
→ /	-9%	4%	12%	14%	/	5%	11%	/
- CC(=O)N(c1ccc(C)cc1)C1C=CS(=O)(=O)C1 (stereo unspecified)
→ -1%	9%	-23%	-1%	-22%	i	4%	11%	1%
- O=C(CSc1nnc(NC(=O)c2ccccc2F)s1)NCc1ccc(F)cc1
→ 0%	9%	3%	-15%	-20%	i	4%	7%	0%
- CCCc1cc(C(=O)Nc2c(C)n(C)n(-c3ccccc3)c2=O)no1
→ 4%	3%	10%	1%	i	i	-8%	17%	0%
- CCN(CC(=O)NCc1ccc(Cl)cc1)C(=O)CSc1cc(C)ccc1C
→ 10%	8%	40%	?	i	i	-6%	8%	1%
- O=C(COC(=O)Cn1cnc2ccccc2c1=O)NCCC1=CCCCC1
→ -1%	6%	7%	6%	i	i	14%	7%	0%
- CCOC(=O)c1c(NC(=O)COC(=O)c2cnccn2)sc(C)c1C
→ -6%	13%	1%	69%[activator]	i	i	6%	?	-2%
- O=C(NNC(=O)c1ccc(S(=O)(=O)N2CCCCC2)cc1)c1ccc(F)cc1
→ -6%	1%	-1%	16%	-12%	i	-7%	4%	1%
- Cc1cc(C)n(-c2cc(N3CCN(S(=O)(=O)c4ccc5ccccc5c4)CC3)ccc2[N+](=O)[O-])n1
→ -8%	5%	26%	-24%	i	i	-22%	9%	-3%
- O=C(CNC(=O)c1ccc(Br)o1)NNC(=O)c1n[nH]c(=O)c2ccccc12
→ -5%	-11%	-13%	-7%	i	i	6%	-6%	1%
- COc1ccc(Cl)cc1NC(=O)CCN1CCN(Cc2ccccc2)CC1
→ -1%	-7%	-12%	?	-8%	i	2%	8%	-2%
- COc1ccc(CNC(=O)C(C)OC(=O)CO/N=C(\C)c2ccc3c(c2)OCO3)cc1 (stereo unspecified)
→ -2%	0%	16%	2%	4%	i	2%	10%	1%
- COCc1cc(=O)c2ccccc2o1
→ -5%	-11%	1%	-5%	-18%	i	19%	-3%	0%
- CCN(CCCNC(=O)c1nn(C)c2c1CS(=O)(=O)c1ccccc1-2)Cc1ccccc1
→ -1%	6%	-9%	-19%	-24%	i	8%	-13%	1%
- O=C(NCC12CC3CC(CC(C3)C1)C2)c1cc2nc(-c3ccc(F)cc3)cc(C(F)(F)F)n2n1
→ /	9%	10%	-5%	i	/	3%	0%	/
- Cc1c(Cc2ccccc2)sc(NC(=O)C(C)(C)C)c1C(N)=O
→ -31%[inhibitor]	-50%[inhibitor]	6%	?	-5%	i	7%	-30%	-5%
- O=C(O)c1ccc2c(c1)ncn2C1CCCCCC1
→ 0%	7%	19%	0%	i	i	-9%	-19%	-1%
- O=C(NN1C(=O)c2ccccc2NC1c1ccc([N+](=O)[O-])o1)c1ccc([N+](=O)[O-])cc1 (stereo unspecified)
→ 26%	5%	18%	47%[activator]	i	i	-33%	-8%[1.82 µM]	-1%
- Cc1ccc(Cc2cc(-c3ccc(C)cc3)n[nH]c2=O)cc1
→ 13%	-28%	0%	?	-8%	i	-5%	-40%[inhibitor]	1%
